AHR activator: AHR activators, primary screen, cell-based, luminescence, luciferase reporter, human; Aryl hydrocarbon receptor (Homo sapiens), P35869; AID 2796, 2010; AHR-responsive luciferase reporter cells; activation, % at 5 µM; 2.5% of 320,000 active; in the data active = activation above about 47%;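 note: 0% = vehicle wells and 100% = reference agonist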
RPL19A TOR yeast: RPL19A-GFP expression modulators in yeast, primary screen, cell-based, S. cerevisiae, multiplex flow cytometry, MLPCN. percent response vs DMSO, % at 10 µM. AID 2025, 2009. 0.3% of 330,000 active. S. cerevisiae RPL19A-GFP strain, 3 h; stronger effect = lower value;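 active = percent response vs DMSO below 50%; inconclusive = fewer than 70 events counted for the yeast strain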;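 note: median channel GFP fluorescence of the barcoded RPL19A-GFP strain; ratio of sample median GFP to plate DMSO average so 100% = DMSO; lower means less RPL19A-GFP as with rapamycin TOR inhibition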
MEP2 TOR yeast: modulators of MEP2-GFP levels in yeast, primary screen, S. cerevisiae, multiplex flow cytometry, MLPCN library; S. cerevisiae MEP2-GFP strain, 3 h; 100% = DMSO control level; GFP response vs DMSO, % at 10 µM; 0.51% of 330,000 active;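 active = GFP response versus DMSO above a set limit, roughly screen mean plus 3 SD, cut at about 180% in these data; inconclusive = fewer than 70 cells counted for a yeast strain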;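 note: median GFP fluorescence of the barcode-gated MEP2-GFP cells per well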
proCasp7 act: procaspase-7 activators, primary screen, counter-screen for procaspase-3 activator project, biochemical, absorbance, HTS, human | Caspase-7 (Homo sapiens), P55210 | recombinant procaspase-7, Ac-DEVD-pNA absorbance 405 nm; D23A/D198A/D206A triple mutant, cannot self-cleave; scale: DMSO 0, 5 µM enzyme 100 | activation, % at 8.5 µM | 0.093% of 330,000 active | AID 463210, 2010;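 active = percent activation above the screen-wide mean plus 3 SD, cut at about 25% in these data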
Target sequence (P55210 whole entry D23A/D198A/D206A): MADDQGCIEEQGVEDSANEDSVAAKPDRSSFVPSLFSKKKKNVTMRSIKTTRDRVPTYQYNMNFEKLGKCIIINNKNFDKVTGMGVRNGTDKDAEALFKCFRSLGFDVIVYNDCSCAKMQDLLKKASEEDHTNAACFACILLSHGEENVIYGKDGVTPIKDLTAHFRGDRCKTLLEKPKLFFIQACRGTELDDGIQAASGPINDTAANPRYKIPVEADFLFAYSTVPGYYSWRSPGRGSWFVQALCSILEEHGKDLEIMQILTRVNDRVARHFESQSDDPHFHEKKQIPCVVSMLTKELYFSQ
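buffer or medium = Zinc-free HEPES/NaCl buffer, pH 7.4 | material = Procaspase-7 triple mutant (PC-7 D3A) | input = 2 µM procaspase-7 mutant as dispensed | signal = Epi-absorbance of released pNA at 405 nm, two timepoints | timing = 1 h preincubation, 2 h reaction | replicates = singlicate compound testing | evaluation = % activation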
GASC-1 inh: inhibitors of GASC-1 histone demethylase, primary screen, biochemical, fluorescence, DELFIA europium; Lysine-specific demethylase 4C (Homo sapiens), Q9H3R0; GST-JMJD2C(1-420) H3K9me3 demethylation; inhibition, % at 2.35 µM; 0.069% of 330,000 active; AID 2099, 2009;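 active = more than half of a compound's replicate wells show inhibition beyond 50%, single wells judged on their own value; inconclusive = some, but no more than half, of replicates pass 50% inhibition; inactive = no replicate passes 50% inhibition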;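 note: signal counts dimethyl H3K9 product captured on neutravidin plate; 0% = median of DMSO wells and 100% = 0.3 times that DMSO median; strong numbers were not always called active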
Target sequence (Q9H3R0 1-420 limits assumed): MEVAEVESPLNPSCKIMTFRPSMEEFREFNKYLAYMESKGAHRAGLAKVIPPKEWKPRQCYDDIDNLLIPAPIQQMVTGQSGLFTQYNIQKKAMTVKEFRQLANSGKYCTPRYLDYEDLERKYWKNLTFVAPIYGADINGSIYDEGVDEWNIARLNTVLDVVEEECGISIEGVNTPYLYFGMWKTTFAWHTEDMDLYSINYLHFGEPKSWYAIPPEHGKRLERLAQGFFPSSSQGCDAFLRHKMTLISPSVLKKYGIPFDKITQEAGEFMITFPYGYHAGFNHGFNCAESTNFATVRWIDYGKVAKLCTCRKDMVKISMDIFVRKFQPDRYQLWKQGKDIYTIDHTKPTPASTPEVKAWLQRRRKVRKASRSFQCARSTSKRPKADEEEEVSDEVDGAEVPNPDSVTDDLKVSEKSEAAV
CR mimetic SO: reduction of superoxide in aged yeast, primary screen, HTS; S. cerevisiae aged cells, superoxide DHE fluorescence; stronger effect = lower value; superoxide response (% of plate mean), % at 10 µM; 0.18% of 330,000 active; AID 2690, 2010;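 active = superoxide response under a set limit, about three screen SD below normal, cut at about 65% in these data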;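 note: yeast aged for seven days with compound at 30 °C before DHE staining; 100% = average MFI of all compound-treated wells on the plate with controls excluded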
proCasp3 act: activators of human procaspase-3 D3A mutant, primary screen, biochemical, absorbance, PC-3 D3A mutant, single concentration. 0.11% of 330,000 active. recombinant procaspase-3 D3A, Ac-DEVD-pNA absorbance 405 nm. Caspase-3 (Homo sapiens), P42574. activation, % at 8.5 µM. AID 463141, 2010;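 active = activation above the mean of all tested compounds plus 3 SD, cut at about 21% in these data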;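 note: 0% = DMSO alone and 100% = DMSO wells spiked with extra 5 µM PC-3 D3A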
Target sequence (P42574 whole entry D9A/D28A/D175A): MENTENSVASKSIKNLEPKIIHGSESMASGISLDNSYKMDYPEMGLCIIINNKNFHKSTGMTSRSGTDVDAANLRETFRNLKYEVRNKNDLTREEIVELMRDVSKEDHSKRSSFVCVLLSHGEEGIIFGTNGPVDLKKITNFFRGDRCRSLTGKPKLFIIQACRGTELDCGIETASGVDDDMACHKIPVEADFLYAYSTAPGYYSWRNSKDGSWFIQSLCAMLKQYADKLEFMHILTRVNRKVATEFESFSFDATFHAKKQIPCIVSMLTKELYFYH
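Test system: Procaspase-3 D3A mutant, all three cleavage aspartates alanine | Dosing: Single dose, 8.5 µM nominal compound, 0.8% DMSO | Schedule: 1 h preincubation, 2 h reaction | Technique: 405 nm absorbance of p-nitroaniline, reads at 0 and 120 min | Repeats: One well per compound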
LAP4-GFP MLPCN: modulators of LAP4-GFP expression in yeast, primary screen, S. cerevisiae, multiplex flow cytometry, MLPCN library; 3 h; median GFP as percent of DMSO wells; GFP response vs DMSO, % at 10 µM; 0.34% of 320,000 active; AID 2023, 2009;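 active = GFP response vs DMSO above a set limit, about the screen mean plus 3 SD, cut at about 150% in these data; inconclusive = under 70 cell events counted for the yeast strain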
* = called active by the depositor; ? = inconclusive; / = no result given; & = joins results of further samples; [ ] = dose if it differs, or a comment.

SMILES	AHR activator	RPL19A TOR yeast	MEP2 TOR yeast	proCasp7 act	GASC-1 inh	CR mimetic SO	proCasp3 act	LAP4-GFP MLPCN
Cc1ccc(O)c(CNc2cccc3cccnc23)c1	10	92	86	-2	23	88	-1	115
Cn1c(SCC(=O)N=Nc2c(O)[nH]c3ccccc23)nc2ccccc21	26	107	105	-7	7	106	2	104
Cc1ccc2oc(=O)c3cnn(CC(=O)N4CCN(c5ccccn5)CC4)c3c2c1	0	98	98	3	14	99	5	105
O=C(OCC(=O)N1CCN(C(=O)c2ccco2)CC1)C1=COCCO1	-2	110	107	-4	-5	110	1	95
CN(C(=O)COC(=O)CSc1ccc(C(N)=O)cc1[N+](=O)[O-])C1CCCCC1	3	95	99	-6	0	103	-7	97
CN(C)c1cccc(C(=O)OCC(=O)N(C)c2ccccc2)c1	1	98	95	4	-7	107	8	112
CC(C)CC(=O)OCc1cn(-c2ccccc2)nn1	-3	99	104	2	4	99	3	101
Cc1ccsc1/C=C(\C#N)C(=O)NCCCN1CCOCC1	3	108	95	8	5	98	0	100
COc1ccccc1NC(=O)c1[nH]c(C)c(C(C)=O)c1C	55*	96	109	9	7	107	4	110
CC(=O)N[C@@H]1[C@@H](O)[C@@H]2OC(c3ccccc3)OC[C@H]2O[C@@H]1N=[N+]=[N-] (stereo partly drawn)	-1	108	103	8	7	98	7	86
Cc1ccc(C(c2nnnn2C(C)(C)C)N2CCN(C3CCCC3)CC2)cc1 (stereo not drawn)	-3	112	101	-5	-2	110	5	103
Cc1c(C(=O)OCC2CCCO2)[nH]c2c1C(=O)CC(c1ccc(N(C)C)cc1)C2 (stereo not drawn)	29	98	106	-3	7	100	3	104
c1ccc(Cc2nnc3sc(-c4ccncc4)nn23)cc1	-2	/	104	-16	1	97	3	99
N=C1S/C(=C\c2ccc(-c3cccc(Cl)c3)o2)C(=O)N1c1nccs1	18	95	101	11	3	113	-6	95
Cc1cnc(C(=O)OCC(=O)c2cc(C)n(C)c2C)cn1	0	100	102	3	11	81	3	96

Other entries follow:
SMILES	AHR activator	RPL19A TOR yeast	MEP2 TOR yeast	proCasp7 act	GASC-1 inh	CR mimetic SO	proCasp3 act	LAP4-GFP MLPCN
CCOC(=O)CC1COCCN1C(=O)c1cc(COc2ccc(F)cc2Cl)on1 (stereo not drawn)	3	101	85	3	-2	91	-10	100
Cc1ccc(C(=O)N(CC#N)CC#N)cc1C	-2	98	101	-2	-11	99	1	99
Cn1c(=O)cc(SCC(=O)N2CCOCC2)c2ccc(Cl)cc21	19	95	96	-3	7	88	3	93
O=C(CCNC(=O)c1ccc([N+](=O)[O-])cc1)NCc1cccs1	-1	98	98	-10	-5	82	10	92
C/C(=N\NC(=O)c1nnn(-c2nonc2N)c1CN(C)c1ccccc1)c1ccccn1	7	95	98	-2	-9	109	3	122
CCOc1ccc(NC(=O)CNC(=O)c2nn(-c3ccc(OC)c(OC)c3)c(=O)c3ccccc23)cc1	2	102	98	-13	11	108	-6	93
COc1ccc(/C=N/NC(=O)c2cc(-c3ccccc3)nc3ccccc23)cc1O	15	101	99	4	21	95	6	82
COc1ccc(-n2c(Cc3cccn3C)nnc2SCC(=O)Nc2ccc(F)cc2)cc1	5	100	103	-18	-2	104	-13	104
O=C(Nc1ccccc1[N+](=O)[O-])c1cc(S(=O)(=O)N2CCOCC2)cs1	4	96	91	-6	22	107	-4	93
Cc1cccc(/C(N)=N/OC(=O)CCCN2C(=O)c3ccccc3C2=O)c1	0	103	105	6	4	99	6	115
Oc1ccc(/C=N/N2CCN(C3c4ccccc4-c4ccccc43)CC2)cc1	-1	105	104	1	9	105	-2	100
CC1CN(C)C(C)C/C1=N\Oc1ccc([N+](=O)[O-])cc1 (stereo not drawn)	-5	104	108	8	4	100	4	112
CCCCCCc1cc2cc(C(=O)NCc3ccccc3)c(=N)oc2cc1O	3	101	105	4	-6	107	14	108
CCOc1cc2c(C)cc(=O)oc2cc1Cl	39	98	100	3	-2	96	-5	91
COc1cccc(N2CCN(C3CC(=O)N(c4ccc(C)c(Cl)c4)C3=O)CC2)c1 (stereo not drawn)	-3	98	105	-10	4	84	-10	112

Some of these compounds in order of their number in proCasp3 act, falling.
structure	proCasp3 act
CC(=O)N[C@@H]1[C@@H](O)[C@@H]2OC(c3ccccc3)OC[C@H]2O[C@@H]1N=[N+]=[N-] (stereo partly drawn)	7
Oc1ccc(/C=N/N2CCN(C3c4ccccc4-c4ccccc43)CC2)cc1	-2
CCOc1ccc(NC(=O)CNC(=O)c2nn(-c3ccc(OC)c(OC)c3)c(=O)c3ccccc23)cc1	-6

Next part:
SMILES	AHR activator	RPL19A TOR yeast	MEP2 TOR yeast	proCasp7 act	GASC-1 inh	CR mimetic SO	proCasp3 act	LAP4-GFP MLPCN
Cc1cc2ccccn2c1C(=O)c1ccc(Cl)c([N+](=O)[O-])c1	-5	98	94	0	-1	94	-4	106
COC(=O)C1=C(Nc2ccccc2NC(=O)CCCC(=O)O)CSC1	3	94	94	14	29	109	0	100
Cc1ccc(N=C2C(=O)Nc3ccccc32)cc1C	13	103	102	-12	5	93	0	90
Cc1ccc(OCC(=O)Nc2ccc(N3CCOCC3)cc2)c([N+](=O)[O-])n1	4	98	95	8	11	93	1	111
O=C(NCCCl)Nc1ccc(Cl)c([N+](=O)[O-])c1	14	99	95	9	-5	94	-6	97
CCS(=O)(=O)Nc1ccc2c(c1)N(C(C)=O)c1ccccc1CC2	-1	90	94	6	4	104	1	97
Cc1ccc(NC(=O)NCCN2CCN(C(=O)Nc3ccc(C)cc3)CC2)cc1	2	100	106	11	-18	94	4	96
CC(C)N(Cc1ccc(F)cc1)C(=O)c1cc2ccccc2oc1=O	-1	101	98	-3	7	105	-2	97
COc1ccc(OC)c(C(c2c(C)[nH][nH]c2=O)c2c(C)[nH][nH]c2=O)c1	8	107	104	-3	-3	90	9	93
CCCC(=O)Nc1ccc(Oc2ccc(NC(=O)CCC)cc2)cc1	1	101	101	-4	31	105	0	100
CCOc1cccc(OCCCOc2ccccc2)c1	1	102	101	3	-2	99	7	99
COc1ccc(-c2nc(C)ncc2-c2csc(C)n2)c(O)c1	1	102	107	-5	13	95	5	97
NC(=O)c1ccc[n+](CC(=O)Nc2ccccc2C(=O)O)c1	0	107	109	-3	-7	94	-1	96
CC1CCN(S(=O)(=O)Cc2ccccc2Cl)CC1	-3	100	102	-1	1	96	7	102
O=C1OC(NCc2cccnc2)(c2ccc(Cl)cc2)c2ccccc21 (stereo not drawn)	-1	98	99	1	-5	94	4	106

Continued:
SMILES	AHR activator	RPL19A TOR yeast	MEP2 TOR yeast	proCasp7 act	GASC-1 inh	CR mimetic SO	proCasp3 act	LAP4-GFP MLPCN
COc1cc(CNC2CCCC2)cc(Cl)c1OCc1ccc(F)cc1	1	111	109	10	-4	93	1	106
O=C(CCc1ccccc1)Nc1cc(C(F)(F)F)ccc1Cl	2	101	102	-1	4	109	6	96
CCC(C)Sc1nnc(Cc2cc(=O)[nH]c(=O)[nH]2)n1-c1ccc(OC)cc1 (stereo not drawn)	-1	92	107	-3	9	116	-8	97
O=C(Nc1ccncc1)Nc1ccc(Br)cc1Cl	/	107	97	/	-4	102	/	76
CC(NC(=O)c1cc2cc([N+](=O)[O-])ccc2oc1=O)C1CCCO1 (stereo not drawn)	1	101	101	21	-8	119	22*	101
Cc1ccccc1-c1nnnn1C1CCS(=O)(=O)C1 (stereo not drawn)	11	?	104[may fluoresce red]	-1	-5	104	1	108[may fluoresce red]
O=C(Nc1cccnc1)c1ccccc1-c1ccccc1	1	96	105	11	-19	105	3	96
CC(C)C[C@H](NC(=O)C1CC(=O)N(c2ccc(F)cc2)C1)C(=O)N1CCCCC1 (stereo partly drawn)	-1	108	112	2	9	91	4	107
COc1cccc(CN(C)C(=O)c2ccc(Oc3ccccc3)cc2)c1OC	0	91	84	14	7	101	-2	98
CCN(CC)S(=O)(=O)c1cc(NS(=O)(=O)c2ccc(Cl)c(C(=O)O)c2)ccc1C	-2	98	102	-6	10	102	2	108
CC(C)CNC(=O)NC(=O)CSc1nc2ccccc2n1CC(C)C	3	97	93	0	32	97	6	92
CCCCNc1nc2c(c(=O)[nH]c(=O)n2C)n1CCOc1ccccc1	0	96	124	3	6	125	-7	107
CO/N=C/C(=N\Nc1ccc(OC)cc1)C(=O)c1ccc(F)cc1	1	93	94	0	-11	90	-9	99
CC(=O)c1c(C)[nH]c(C(=O)CSc2nc3ccccc3n2C)c1C	0	102	102	4	0	83	4	96
C=CCNC(=O)C1CCN(S(C)(=O)=O)CC1	1	100	105	0	-1	95	3	99

The list goes on:
SMILES	AHR activator	RPL19A TOR yeast	MEP2 TOR yeast	proCasp7 act	GASC-1 inh	CR mimetic SO	proCasp3 act	LAP4-GFP MLPCN
O=C(COC(=O)c1ccccc1N1C(=O)C2C3CCC(C3)C2C1=O)c1ccccc1 (stereo not drawn)	6	102	95	13	-5	106	3	86
Cn1ncc2c(NNC(=O)Cc3cccc4ccccc34)ncnc21	1	101	90	5	4	91	-9	93
CCCCCOC(=O)c1cc(=O)[nH]c2ccccc12	-8	100	110	10	4	92	2	100
Nc1cc(S(=O)(=O)N2CCOCC2)ccc1N1CCCCC1	2	101	96	-19	23	87	-13	100
CCc1ccc(OCC(=O)NC(=S)Nc2ccc(C(=O)O)cc2)cc1	-1	95	115	-4	-56	91	7	114
CC1=C(C(=O)OCC2CCCO2)C(c2ccccc2Cl)NC(=O)N1 (stereo not drawn)	-1	95	101	4	-9	95	-3	95
O=C(COC(=O)Cn1cnc2ccccc21)Nc1ccc2c(c1)C(=O)c1ccccc1C2=O	14	104	103	-8	19	159	0	88
Cc1ccc(C=Nc2ccccc2C#N)s1	1	105	92	1	-3	91	-3	95
CCN(CC)S(=O)(=O)c1ccc2nc(NC(=O)c3cccs3)sc2c1	72*	100	98	8	-9&-11	100	-11	100
O=C(Nc1ccc(C(=O)O)cc1)/C(=C\c1ccco1)NC(=O)c1ccccc1	-1	110	101	3	2	96	6	103
O=C(Cc1cc(=O)[nH][nH]1)N/N=C/C(Cl)=C/c1ccccc1	2&2	108&104	115&111	-17&0	-1&9	99&89	5&-4	119&114
COc1ccc(-c2nn(-c3ccccc3)cc2/C=C2/SC(=S)N(CCC(=O)O)C2=O)c(C)c1	-1	107	102	-14	6	94	-11	95
O=C(CN1CCN(c2ccccc2)CC1)c1ccc2cc[nH]c2c1	4	102	93	2	-7	106	10	110
COc1ccc(C(=O)Nc2c(N)nc(SCC(=O)N3CCCCCC3)[nH]c2=O)cc1OC	0	99	101	13	-3	104	8	104
CC[C@@]12C(=O)N(c3cccc(C)c3)C(=O)N1[C@H](c1ccc(OC)cc1)[C@@H]1C(=O)N(C(C)(C)C)C(=O)[C@@H]12	-3	99	89	0	2	109	2	123
CCOC(=O)c1ccc(N=CC2=C(O)CC(C)(C)CC2=O)cc1	-1	90	94	-3	-8	105	-2	92

Screens (PubChem BioAssay)
